PRMT1 inh: blocks human protein arginine methyltransferase 1. recombinant PRMT1, activity-based probe fluorescence polarization. inhibition, % at 2.79 µM. 1.3% of 370,000 active;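 active means inhibition above about 21% made by adding two undisclosed values, limit read from the data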
mABHD4 FP: ABHD4 (mouse) inhibition, primary FP screen; purified mABHD4, FP-Rh probe fluorescence polarization; inhibition, % at 8.92 µM; 0.54% of 370,000 active;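 active means inhibition exceeding the mean over every tested compound plus 3 SD, cut at about 30% in these data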;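 further: 0% = plate median of compound wells and 100% = S159A mutant with DMSO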
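system = mouse ABHD4 enzyme, wild type | medium = HEPES pH 7.0, NaCl, Pluronic buffer | also added = FP-Rh probe | incubation = Enzyme–compound pre-incubation 45 min, then probe 60 min, both 25 °C | technique = fluorescence polarization, excitation 525 nm, emission 598 nm, BODIPY TMR filters | controls = S159A mutant high control, sample median low control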
SIAE inh: blocks human sialic acid acetylesterase; 0.69% of 370,000 active; Q9HAT2; inhibition, % at 9.66 µM; SIAE FP-Rh probe binding, fluorescence polarization;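 active means inhibition above a cutoff: mean of compounds within the control limits plus 3 SD of those, cut at about 17% in these data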;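 further: 0% = plate median of compound wells and 100% = probe without SIAE protein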
TDP2 inh: TDP2 (human) inhibition, absorbance primary screen. 0.34% of 370,000 active. inhibition, % at 12.8 µM. recombinant TDP2, T5PNP hydrolysis, p-nitrophenol absorbance 415 nm. O95551;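 active means inhibition above the mean of all tested compounds plus 3 SD, set per campaign, cut at about 25% in these data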;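 further: 0% = DMSO with enzyme and 100% = buffer with substrate but no TDP2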
Target sequence (O95551 whole entry, looked up): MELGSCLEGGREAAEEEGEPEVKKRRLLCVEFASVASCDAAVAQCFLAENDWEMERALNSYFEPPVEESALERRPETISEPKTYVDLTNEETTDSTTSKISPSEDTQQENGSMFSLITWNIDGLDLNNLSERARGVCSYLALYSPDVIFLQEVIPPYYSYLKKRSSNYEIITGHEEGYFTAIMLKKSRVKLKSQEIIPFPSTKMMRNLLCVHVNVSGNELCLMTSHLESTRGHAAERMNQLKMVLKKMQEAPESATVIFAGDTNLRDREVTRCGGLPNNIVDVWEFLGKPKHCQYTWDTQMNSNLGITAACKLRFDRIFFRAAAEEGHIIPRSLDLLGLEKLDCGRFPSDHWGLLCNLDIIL
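test system = human TDP2 enzyme | input = TDP2 enzyme at 120 nM final | medium = 50 mM Tris-HCl pH 7.5 with Mg2+, KCl, DTT, BSA | also added = T5PNP substrate, 5 mM | times = 2 h at 37 °C | technique = epi absorbance | benchmarks = high control without enzyme, low control DMSO plus TDP2 | replication = each compound tested once, singlicate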
TCR CD3 inh: human TCR-CD3 binding inhibition | TAMRA-labeled TCR probe fluorescence, biochemical | inhibition, % at 9.4 µM | 0.37% of 360,000 active; in the data active means inhibition above about 19%;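 further: recombinant mutant TCR 2C K166C tagged with TAMRA read by polarization; 0% = receptor in buffer alone and 100% = receptor with positive control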
HTRA1 inh: blocks human HTRA1 serine peptidase | 0.5% of 340,000 active | inhibition, % at 5.96 µM | recombinant HTRA1, FP-rhodamine activity-based probe, fluorescence polarization | Q92743; in the data active means inhibition above about 36%;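 further: 0% = enzyme with DMSO and 100% = wells lacking enzyme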
GC-B act: GC-B (human) receptor activation. P20594. AID 1920062. activation, % at 10 µM. 0.11% of 370,000 active. HEK293-GC-B cells, CNP EC30, cGMP TR-FRET; 0% at EC30 CNP, 100% saturating CNP;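 active means activation at 10 µM reaching about 35% in either raw or pattern-adjusted values, limit read from the data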
MBD2 DNA inh: inhibitors of human MBD2 binding to methylated oligonucleotide; inhibition, % at 4.4 µM; TR-FRET; 0.31% of 370,000 active; in the data active means inhibition above about 13%
Target sequence (Q9UBB5 whole entry, looked up): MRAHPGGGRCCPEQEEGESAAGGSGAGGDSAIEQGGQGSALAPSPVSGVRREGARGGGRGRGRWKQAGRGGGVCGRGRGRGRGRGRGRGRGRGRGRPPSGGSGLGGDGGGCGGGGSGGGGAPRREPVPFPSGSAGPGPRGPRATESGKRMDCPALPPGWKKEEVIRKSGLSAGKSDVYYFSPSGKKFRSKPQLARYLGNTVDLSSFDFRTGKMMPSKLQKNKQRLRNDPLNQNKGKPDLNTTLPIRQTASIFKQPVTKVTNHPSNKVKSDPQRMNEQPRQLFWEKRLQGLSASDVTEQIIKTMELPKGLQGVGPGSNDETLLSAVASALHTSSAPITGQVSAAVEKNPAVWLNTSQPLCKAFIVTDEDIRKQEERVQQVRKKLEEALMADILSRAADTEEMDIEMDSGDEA
rCAG binder: binds r(CAG) RNA repeats; r(CAG) RNA repeat, TO-PRO-1 dye displacement fluorescence; inhibition, % at 3 µM; 1.3% of 370,000 active; AID 651821;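 active means inhibition above the plate cutoff, the mean of all test compounds on that plate plus 3 SD, cut at about 35% in these data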;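 further: 0% = DMSO alone and 100% = 100 µM mitoxantrone as full dye displacement; higher means more dye released from RNA so lower well fluorescence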
LEDGF integ inh: blocks HIV-1 LEDGF/p75-dependent DNA integration; inhibition, % at 3.7 µM; 0.64% of 370,000 active; AID 743269; TR-FRET IN-LEDGF/p75 DNA integration, Eu/Cy5;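 active means inhibition above the screen-wide mean plus 3 SD, cut at about 13% in these data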;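 further: signal is the Cy5 over europium emission ratio at 671 and 618 nm; 0% = plate median of compound wells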
Numbers without * were called inactive; nt = no result given. A portion of the library, so the mix of outcomes need not match the whole.

SMILES | PRMT1 inh | mABHD4 FP | SIAE inh | TDP2 inh | TCR CD3 inh | HTRA1 inh | GC-B act | MBD2 DNA inh | rCAG binder | LEDGF integ inh
COc1cccc(Nc2cc(C)nc3nc(C)nn23)c1 | -8.6 | -1.4 | 8.1 | -3.8 | 6.5 | -2.7 | 2.6 | 5.5 | 0.4 | 2.6
COc1cccc(N/C=C/C(=O)c2ccc(Br)cc2)c1 | -1.6 | -9.8 | 6.8 | 3.7 | -2.4 | -25.4 | -0.6 | -5.3 | 4.9 | -1.1
Cc1ccc2c(c1)-n1c(nc3ccc(Cl)cc3c1=O)C(CC(C)C)NC2=O (stereo unspecified) | 0.2 | -3.0 | 0.2 | -2.6 | -5.7 | nt | 1.6 | -1.2 | 1.8 | 0.3
COc1ccccc1C(=O)NNC(=O)c1cccc(F)c1 | -1.0 | -8.6 | 11.2 | -5.3 | -11.7 | 3.1 | 1.6 | 6.6 | 2.6 | 0.9
O=C(O)CCCCn1c(SCc2cc(=O)n3cc(Cl)ccc3n2)nc2ccsc2c1=O | 2.8 | -1.1 | -4.8 | -1.9 | -2.1 | 1.2 | 5.3 | -3.8 | 4.3 | -0.2
Cc1sc2ncn(CC(=O)NCCCN3CCC(C)CC3)c(=O)c2c1S(=O)(=O)N1CCC(C)CC1 | -2.2 | -4.0 | 8.9 | -8.9 | -12.6 | 4.8 | -0.8 | -2.3 | 0.1 | 3.2
COc1ccc(OC)c(CCNC(=O)CC2Oc3ccc(C)cc3NC2=O)c1 (stereo unspecified) | -2.3 | -3.7 | -6.3 | -3.3 | 1.1 | -21.4 | -17.8 | -3.7 | 2.5 | -1.5
CCn1c(CSCc2ccc(C)cc2)n[nH]c1=S | 8.6 | -5.8 | 6.0 | -20.1 | 1.0 | 3.8 | -6.9 | -0.6 | -4.4 | -0.2
COc1cc(CNC[C@H]2O[C@@H](n3ccc(N)nc3=O)[C@H](O)[C@@H]2O)ccc1OCc1ccc(C)cc1 | -1.1 | 3.1 | 4.6 | 11.3 | -3.1 | -0.1 | -0.5 | -0.5 | 1.1 | 3.4
CCCCCCOc1ccc(C(=O)n2cnc(N)n2)cc1 | 0.5 | 5.0 | -2.1 | 4.5 | -2.4 | 2.3 | -5.2 | -5.7 | 1.8 | 3.0
COC(=O)c1[nH]c2ccc(Cl)cc2c1NC(=O)Oc1ccccc1 | 1.4 | 2.0 | 3.8 | 3.1 | -4.5 | 4.4 | -5.2 | -1.0 | 4.0 | -1.1
Cc1oc2cc3oc(=O)c4c(c3cc2c1C)CCC4 | -1.0 | -0.5 | -0.9 | 1.9 | 0.7 | -2.1 | -2.0 | -3.4 | 8.9 | -2.7
Cc1cc(C(=O)N2CCCC(Nc3ccc(C(C)C)cc3)C2)nn1C (stereo unspecified) | -2.2 | -1.3 | 11.2 | 2.1 | -0.4 | 0.2 | -2.6 | -2.2 | -7.8 | 0.4
CCN(CC)S(=O)(=O)c1cccc(-c2nnc(SCC(=O)c3ccc(Cl)s3)n2C)c1 | -1.8 | 0.3 | 3.5 | -10.2 | 1.4 | -9.1 | 1.5 | -2.9 | 0.4 | -2.5
CN(C(=O)COc1cc(=O)n(C)c2ccccc12)c1cccc(Cl)c1 | -2.5 | -4.7 | 1.1 | -2.6 | -2.7 | -3.6 | -3.7 | 0.0 | 2.5 | 2.1
NC(=O)C1CCN(CC(=O)Nc2cc(Cl)ccc2Oc2ccccc2)CC1 | 0.1 | 7.4 | -4.0 | -6.1 | 5.1 | 0.3 | 0.6 | 3.7 | 0.1 | -1.9
Cc1ccc(S(=O)CCNC(=O)Cc2ccc(Cl)cc2)cc1 (stereo unspecified) | -1.9 | -6.5 | -7.0 | 0.7 | 7.8 | -0.6 | -1.1 | 3.4 | -6.1 | 1.3
CC12CN(Cc3ccccc3)CC(C)(CN(Cc3ccccc3)C1)C2=O | 9.9 | -11.9 | -6.5 | -19.5 | -7.8 | 1.6 | -5.8 | 3.5 | -3.6 | -3.1
COc1cc(C2C3=C(CC(C)(C)CC3=O)N(C)C3=C2C(=O)CC(C)(C)C3)ccc1O | -0.6 | 1.2 | 2.0 | 4.3 | 3.4 | 8.9 | 5.8 | -7.4 | 7.5 | 1.1
O=C(Nc1cccc(Cl)c1)Nn1cnnc1 | 4.4 | -5.8 | 2.8 | -7.3 | -4.8 | 1.4 | -3.8 | 4.9 | -0.4 | -0.2
CCOC(=O)c1cccc(NC(=O)CSc2nnc(C3CCCCC3)n2CC)c1 | 3.4 | -1.5 | -2.0 | -4.3 | -3.2 | -4.8 | 3.8 | 1.9 | -9.7 | 1.0
Cc1ccc(N2C(=O)N(CC(=O)Nc3cccc(C)c3C)C(=O)C2C)cc1 (stereo unspecified) | -0.1 | 0.5 | 10.7 | 0.6 | 6.4 | -0.1 | 2.5 | -2.8 | -4.0 | 14.9*
CC(C)(C)c1ccc(CN(Cc2ccccc2)C(c2ccccn2)c2nnnn2C(C)(C)C)cc1 (stereo unspecified) | -1.9 | -11.2 | 5.0 | 2.5 | 4.8 | -21.1 | -5.4 | 3.4 | -1.9 | -1.1
CNS(=O)(=O)c1cccc(C(=O)OCC(=O)N2CC(C)OC(C)C2)c1 (stereo unspecified) | 0.2 | 0.9 | -5.5 | 16.4 | -5.5 | -4.6 | 3.9 | 1.2 | -0.5 | -1.9
O=C(Cc1ccc(N2CCNC2=O)cc1)N1CCCC(Nc2ccc(F)c(F)c2)C1 (stereo unspecified) | 0.5 | 7.5 | -2.6 | 3.0 | 4.2 | -3.6 | 1.5 | -0.1 | -0.7 | 3.3
Cc1csc2nc(O)c(C(=O)NC3CCCCCC3)c(=O)n12 | -2.4 | 7.5 | -3.4 | -3.9 | 4.9 | 6.6 | -6.4 | 5.6 | -0.8 | -2.9
CCN(Cc1ccccc1)S(=O)(=O)CCNC(=O)c1ccc(OC)cc1 | 4.9 | 0.5 | 0.5 | 9.3 | -1.2 | -7.3 | -2.0 | 2.8 | -4.3 | -3.5
CCC12CN(C(=O)c3ccc(OC)cc3)CC(CC)(CN(C(=O)c3ccc(OC)cc3)C1)C2=O | 1.1 | -0.2 | -4.3 | -12.3 | -5.6 | -0.1 | 75.5* | 4.8 | -8.3 | 0.2
O=C(c1cc2ccccc2[nH]1)N1CCOCC1 | 0.8 | 2.3 | 1.6 | 1.7 | -3.7 | 2.9 | 3.0 | -3.3 | 1.5 | 0.9
N#CN=C1SCCS1 | 0.9 | 4.0 | 2.6 | -3.4 | 6.3 | 6.1 | 5.8 | -1.0 | 0.2 | 2.6

Some of the entries above in a different format.
Values run as follows: PRMT1 inh	mABHD4 FP	SIAE inh	TDP2 inh	TCR CD3 inh	HTRA1 inh	GC-B act	MBD2 DNA inh	rCAG binder	LEDGF integ inh
- COc1ccccc1C(=O)NNC(=O)c1cccc(F)c1
    -1.0	-8.6	11.2	-5.3	-11.7	3.1	1.6	6.6	2.6	0.9
- O=C(O)CCCCn1c(SCc2cc(=O)n3cc(Cl)ccc3n2)nc2ccsc2c1=O
    2.8	-1.1	-4.8	-1.9	-2.1	1.2	5.3	-3.8	4.3	-0.2

Other compounds:
SMILES | PRMT1 inh | mABHD4 FP | SIAE inh | TDP2 inh | TCR CD3 inh | HTRA1 inh | GC-B act | MBD2 DNA inh | rCAG binder | LEDGF integ inh
CCOC(=O)C1=C(C)OC(N)=C(C#N)C1c1cccs1 (stereo unspecified) | 6.5 | 2.9 | 10.2 | 7.6 | 2.6 | nt | 6.0 | -0.2 | 1.6 | -0.7
COc1ccccc1N1CCN(CCCCOc2ccc(F)cc2)CC1 | -3.4 | -2.4 | 9.3 | 1.5 | 1.4 | 1.6 | 7.1 | -5.8 | -10.5 | -0.7
Cc1cc(C)cc(NC(=O)C2CCCN2C(=O)NC2CCCCC2)c1 (stereo unspecified) | -1.5 | -2.7 | -0.3 | 5.8 | 0.4 | 2.5 | 1.3 | 0.5 | -2.9 | 2.4
COc1ccc2oc(=O)c(C(=O)N3c4ccccc4CC3C)cc2c1 (stereo unspecified) | 2.6 | 0.3 | 2.2 | 0.7 | 7.0 | 0.1 | 4.8 | -1.3 | -2.7 | 0.8
Nc1cc(N)cc(C(=O)Nc2ccc3c(c2)C(=O)NC3=O)c1 | -3.3 | 1.6 | -5.9 | -5.0 | 4.0 | 12.3 | -4.5 | -4.9 | 14.1 | 9.6
Cc1nnc(SCC(=O)N2CCCC(C(=O)c3ccc(Cl)cc3)C2)o1 (stereo unspecified) | 8.3 | -6.3 | -4.9 | 7.3 | -0.3 | -0.4 | 7.5 | 2.8 | -4.4 | 2.1
COc1ccc(OC)c(NC(=O)CC(Cc2ccccc2OC)C(=O)O)c1 (stereo unspecified) | 0.7 | 2.4 | 4.5 | 2.6 | -3.6 | -1.3 | 5.7 | 4.1 | 1.4 | -1.4
CCc1ccc(-c2nn(-c3cc(Cl)ccc3[N+](=O)[O-])c(=O)c3ccccc23)cc1 | -1.7 | 4.5 | 0.6 | -4.3 | -0.1 | 2.4 | 1.4 | 8.1 | -0.3 | 3.1
OCc1cn(-c2ccccc2)nc1-c1ccc(Br)cc1 | -0.1 | -35.3 | -4.1 | -19.1 | 0.6 | -39.7 | -9.0 | -4.9 | 5.5 | 6.6
Cc1ccc(S(=O)(=O)NCc2ccc(C(=O)NC3CC3)cc2)cc1 | -4.5 | -0.9 | -1.2 | -2.8 | 2.3 | 1.6 | 4.0 | 5.4 | 0.6 | -0.1
COc1cccc(CN2CC(C(=O)NCCn3ccc(C)n3)CCC2=O)c1 (stereo unspecified) | -0.3 | 5.2 | -4.2 | -1.9 | -2.2 | 0.5 | 0.8 | 0.1 | -0.6 | 0.7
FC(F)(F)c1ccccc1/C=N/Nc1ccccn1 | -3.0 | 2.7 | 0.8 | 1.4 | 9.0 | -9.7 | -7.2 | 2.6 | -6.7 | 0.2
CCOC(=O)N1CCN(CC(O)COCc2cc(OC)c(OC)c(OC)c2)CC1 (stereo unspecified) | -3.3 | 6.5 | 3.8 | -2.2 | 7.7 | 2.6 | 0.9 | -0.4 | 3.2 | -0.4
CC(C)=CCc1c(O)cc2oc3c(CC=C(C)C)c(O)c(O)c(CC=C(C)C)c3c(=O)c2c1O | 3.3 | 4.4 | 1.8 | 1.5 | 3.4 | 21.1 | -3.6 | -3.0 | 72.1* | -4.1
CCN(CC)S(=O)(=O)c1ccc(Cl)c(NC(=O)CCCCl)c1 | 0.4 | -3.8 | -4.4 | -2.1 | 7.8 | 6.1 | -1.4 | -7.8 | 1.7 | -1.3
Cc1ccc(C(=O)C(C)OC(=O)C2CC(=O)N(C3CCCCC3)C2)cc1 (stereo unspecified) | 2.3 | -4.4 | -0.2 | 7.9 | -0.9 | -4.2 | 5.9 | -4.3 | -6.2 | 1.0
O=C(O)CNC(=S)N(Cc1cccs1)C1CCCCC1 | -1.5 | -1.8 | 15.6 | 9.3 | 3.3 | 1.5 | 3.6 | -1.9 | 2.6 | 5.0
O=C(CN1CCN(S(=O)(=O)c2ccc3ccccc3c2)CC1)Nc1ccc(N2CCOCC2)cc1 | -0.3 | 2.8 | 3.9 | 3.5 | 4.5 | 4.3 | 0.0 | -0.2 | -0.9 | -4.7
COc1ccc(OC)c(-c2c(C#N)c(N)nc3c2c(=O)nc2sccn23)c1 | 4.1 | -4.6 | -2.7 | 12.2 | 4.1 | -0.6 | -0.9 | -1.3 | 1.3 | 0.1

Screens from PubChem.
